S1P3 antagonist = antagonists of human S1P3 receptor | Q99500 | CHO S1P3 NFAT-BLA reporter, FRET fluorescence, antagonist mode | inhibition, % at 4.98 µM | actives 0.27% (n = 170,000);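 active = inhibition above the plate cutoff, the mean inhibition of test wells on that plate plus 3 SD, cut at about 28% in these data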;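 note: cells challenged with S1P at its EC80 of 0.8 µM; blue over green emission ratio from cleaved BLA substrate after 4 h stimulation; 0% = S1P-stimulated wells and 100% = unstimulated DMSO-only wells; some compounds past the cut are filed as inactive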
Target sequence (Q99500 whole entry, looked up): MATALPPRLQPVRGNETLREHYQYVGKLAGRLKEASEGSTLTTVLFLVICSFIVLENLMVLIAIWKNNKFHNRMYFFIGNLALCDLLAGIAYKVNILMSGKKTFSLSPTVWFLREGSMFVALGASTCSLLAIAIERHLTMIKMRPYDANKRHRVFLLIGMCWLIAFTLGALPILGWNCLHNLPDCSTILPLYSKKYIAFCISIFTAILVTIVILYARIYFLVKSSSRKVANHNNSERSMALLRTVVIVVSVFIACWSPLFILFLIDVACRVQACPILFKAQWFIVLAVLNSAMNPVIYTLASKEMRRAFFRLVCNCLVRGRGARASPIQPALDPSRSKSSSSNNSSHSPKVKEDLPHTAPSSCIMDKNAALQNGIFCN
Numbers without * were called inactive. Not all compounds are listed. The share of hits here may be higher or lower than overall.

SMILES	S1P3 antagonist
CCN(CC(=O)NC(C)(C)C)Cc1nc2c(Br)cc(Br)cc2c(=O)[nH]1	-3
Cc1nn(-c2ccccc2)cc1/C=N/NC(N)=S	-1
CC(C)(C)NC(=O)c1ccccc1-c1nc2ccccc2s1	-11
Cc1cc(C)c2c(=O)n(CC(=O)Nc3cccc(F)c3)sc2n1	1
NS(=O)(=O)c1ccc(NC(=O)COC(=O)c2cc3ccccc3oc2=O)cc1	11
c1ccc(-c2nc3cc(Cc4ccc5oc(-c6ccccn6)nc5c4)ccc3o2)nc1	-9
Cc1cccc(OCCCC(=O)Nc2nccs2)c1C	-9
NCCSc1c(-c2ccc(F)cc2)[nH]c2ccccc12	13
CCOC(=O)c1c(N)sc2c1CCCC2=O	9
COc1ccccc1-n1c(-c2cc(-c3ccco3)[nH]n2)n[nH]c1=S	9
CC(=O)C1C(c2ccc([N+](=O)[O-])cc2)C2C(C)=NN=C2CC1(C)O (configuration not stated)	-3
O=C(Nc1ccc(Cl)c(Cl)c1)Nc1ccc([N+](=O)[O-])cn1	14
O=C(Nc1ccccc1C(=O)NC(Cc1c[nH]c2ccccc12)C(=O)O)c1ccccc1 (configuration not stated)	1
Cc1cc(C(=O)OCC(=O)Nc2nccs2)c2ccccc2n1	1
O=C(CCCCCCCCN1C(=O)c2ccccc2C1=O)N1CCOCC1	-5
O=S(=O)(O)c1ccc(N=Nc2ccccc2)cc1	8
COc1ccc(/C=C2\SC(=S)N(c3cccnc3)C2=O)cc1	5
CCCC(=O)N/C(N)=N/c1nc(C)c2cc(C)ccc2n1	0
CC(C)c1ccc(NC(=S)NNc2ccc(Cl)c(C(=O)O)c2)cc1	-8
O=C(N/N=C/c1cccnc1)C(=O)N1CCCCCC1	-7
Cc1ccc2[nH]c(C(=O)O)c(NC(=O)[C@@H]3C[C@@H]3c3ccccc3)c2c1	-10
Cc1cc(C)n(-c2ccc(C(=O)Nc3cccnc3)cc2)n1	-25
O=C(N/N=C/c1ccc2c(c1)OCO2)C(=O)Nc1ccccc1	1
COc1ccc(Nc2nc(NCCCN3CCOCC3)nc(N)c2[N+](=O)[O-])cc1	-3
CCOc1nc(OCC)c2cnn(C)c2n1	14
COc1cc(CN2CCNC(=O)C2CC(=O)N(Cc2nccn2C)C(C)C)cc(OC)c1 (configuration not stated)	4
COc1ccc(-c2csc(NC(=S)NC(=O)/C=C/c3ccccc3)n2)cc1Br	2
COc1ccc(-c2[nH]c3ccccc3c2SCCN)cc1	14
C/C(=N\NC(=O)CCn1nnc2ccccc21)c1cccs1	-1
O=C(Nc1cccc(S(=O)(=O)N2CCOCC2)c1)c1cc2ccccc2o1	-5
COc1ccc(C2C3=C(CC(C)(C)CC3=O)Oc3ncn4nc(-c5cccnc5)nc4c32)cc1OC (configuration not stated)	3
O=C(Nc1ccc(S(=O)(=O)Nc2ncccn2)cc1)c1ccc2ncsc2c1	-6
CC(C)CCNC(=O)C(=O)NCc1ccccc1	4
Cc1ccc(-n2[nH]c(C)c(C=NCc3ccncc3)c2=O)cc1	8
COc1ccc(-c2noc(-c3cccs3)n2)cc1OC	10
CCOc1cc2c(cc1OCC)C(c1ccc(O)c(OC)c1)NCC2 (configuration not stated)	-5
COc1ccc2c(C)nc(Nc3nc(-c4ccccc4)cc(=O)[nH]3)nc2c1	9
COc1ccc(CN(CCC#N)CCC2(c3ccccc3)CC(C)N(C)CC2C)cc1OC (configuration not stated)	0
C=C(C)c1cccc(C(C)(C)NC(=O)N2CCN(c3ccccc3)CC2)c1	-5
Clc1ccc(-c2c[n+](Cc3ccc(Cl)cc3Cl)c3n2CCCCC3)cc1	-1
O=C(O)c1nn(-c2ccccc2C(F)(F)F)cc1O	12
Cc1ccc(S(=O)(=O)CCC(=O)OCC(=O)NC(N)=O)cc1	-10
O=c1c2sc(-c3ccccc3)cc2nc2n1CCCCC2	0
COc1cc(C(F)(F)F)c(C(=O)N(C)Cc2cc(Cl)cc(Cl)c2)cn1	6
CC(C)Cc1nnc(NC(=O)CCC(=O)Nc2ccc3cn[nH]c3c2)s1	0
CC1(C)N([O-])c2cc([N+](=O)[O-])ccc2[N+]1=O	-10
COc1ccc(-c2csc(NC(=S)NC(=O)c3cccs3)n2)cc1Br	-14
COc1ccc(C2=NOC3(CC(=O)N(c4ccc(F)cc4)C3=O)C2)cc1 (configuration not stated)	10
COCCn1c(C)cc(/C=C2/SC(=O)N(C(C)C(=O)OC)C2=O)c1C (configuration not stated)	-6
CN(C)c1ccc(-c2nc3ccccc3c(=O)[nH]2)cc1	3
CCN1CCN(c2nc(Nc3ccc(NC(C)=O)cc3)nc(Nc3ccc(NC(C)=O)cc3)n2)CC1	2
CC1CC(C)CN(Cc2nc3c(c(=O)n(C)c(=O)n3C)n2Cc2ccccc2Cl)C1 (configuration not stated)	-9
CCOC(=O)C(=CNc1ccc(C(F)(F)F)cc1)C(=O)OCC	-2
COc1ccc(/C=N/NC(=O)Cc2cccs2)cc1	0
COc1ccc(C(=O)NCc2csc(-c3cccs3)n2)cc1	-12
N=C(N)n1c(N)nc2ccccc2c1=O	-15

More compounds follow.
SMILES	S1P3 antagonist
N=c1n(CCN2CCCCC2)c2ccccc2n1CC(O)c1ccco1 (configuration not stated)	3
COc1ccc(-c2cc(-c3ccccc3)nc(=O)[nH]2)cc1	-3
CCn1c(=O)cc(N2CCN(C(=O)c3ccco3)CC2)[nH]c1=O	-13
Cc1onc(-c2ccccc2)c1C(=O)N/N=C/c1ccco1	-12
COc1ccc(C(=O)NN)cc1	8
O=C(c1cc([N+](=O)[O-])[nH]n1)N1CCSCC1	-5
CC(=O)NC1=NN(C(C)=O)C(c2ccco2)S1 (configuration not stated)	3
CC(C)=CCN1CCN(C/C(Cl)=C/c2ccccc2)CC1CCO (configuration not stated)	-11
O=C(Nc1ccc(Nc2ccncc2)cc1)c1ccc([N+](=O)[O-])cc1	0
COc1cc(NC(=O)C/C(C)=N/NC(=O)C(=O)NCCO)c(OC)cc1Cl	6
O=C(O)c1ccccc1OCc1ccccc1Cl	9
O=[N+]([O-])c1ccc2[nH]c(O)c(N=NC3CCS(=O)(=O)C3)c2c1 (configuration not stated)	-5
CC(=O)Nc1scc(C)c1-c1nc2ccccc2s1	1
O=C(O)c1ccc(/C=N/NC(=O)c2ccc(CN3c4cccc5cccc(c45)S3(=O)=O)cc2)cc1	15
Cn1c(=O)[nH]c(=O)c2c1nc(N1CCCCC1)n2CCSc1ncccn1	-17
COc1cc2c(cc1OC)C(C)N(S(=O)(=O)c1cn(C)c(C)n1)CC2 (configuration not stated)	-4
CC1(c2ccccc2)CC(C)(C)n2c(O)c(C3=NC(=S)NC3=O)c3cccc1c32 (configuration not stated)	3
Nc1nonc1-n1nnc(C(=O)N/N=C/C=C/c2ccccc2)c1CSC1=NCCS1	8
CCOc1ccc(CN2CCN(Cc3cccn3-c3nccs3)CC2CCO)cc1 (configuration not stated)	-8
COc1cc([N+](=O)[O-])ccc1NC(=O)COC(=O)c1ccc(NC(N)=O)cc1	3
O=C(CNS(=O)(=O)c1c(Cl)cccc1Cl)OCC(=O)c1ccc[nH]1	1
Cc1ccc(-c2nn(-c3ccccc3)cc2C2CC(c3ccccc3)=NN2C(=O)CCC(=O)O)cc1 (configuration not stated)	-5
COc1c(Cl)cc(Br)c(OC)c1C(=O)NC(=O)Nc1nc(C)cc(C)n1	-4
Cc1ccc(/C=N/NC(=O)c2ccc3nc[nH]c3c2)o1	-3
Cc1oc(C(C)(C)C)cc1C(N)=O	13
Nc1ccc(Oc2c(Cl)cccc2Cl)nc1	-12
NC(=O)CSc1nnc(-c2cccs2)n1Cc1ccco1	-2
O=C(COc1ncnc2ccccc12)Nc1cc(S(=O)(=O)N2CCOCC2)ccc1Cl	-10
COc1ccc([N+](=O)[O-])c(OC)c1C(=O)NC(=O)Nc1c(F)cc(F)cc1F	-16
CCN(CC)C(=O)CSC(Nc1ccc(F)cc1)=C(C#N)C#N	1
CC1=NN(c2ccccc2)C(=O)/C1=C\c1cc(C)n(C)c1C	-1
CCN(CC)C(C)C#CCC(c1ccccc1)c1ccccc1 (configuration not stated)	10
COc1cccc(N/C(=N/C(=S)Nc2ccc(C)cc2C)Nc2nc(C)cc(C)n2)c1	6
COc1cccc(CN2CCNC(=O)C2CC(=O)NCc2cn3ccc(C)cc3n2)c1OC (configuration not stated)	-5
O=C(CSC(=S)N1CCOCC1)Nc1nccs1	-1
Cc1ccccc1OCC(=O)N(CC(C)C)c1c(N)n(CC(C)C)c(=O)[nH]c1=O	-2
Cc1ccc(NNC(=O)c2ccno2)cc1C	0
CC(C)c1nc2c(c(=O)n(C)c(=O)n2C)n1C	1
CCOC(=O)c1[nH]ncc1CN1CCC(Cc2ccccc2)(C(=O)OCC)CC1	6
O=C(NCc1c(Cl)cccc1Cl)c1ccc2nnsc2c1	0
COC(=O)c1cnc(Oc2ccc(NC(=O)NC(=O)c3c(F)cccc3F)cc2)cc1C(F)(F)F	8
O=c1cc(C(F)(F)F)[nH]c2c(OC(F)(F)F)cccc12	-3
NNC(=O)c1ccc(COc2ccc([N+](=O)[O-])cc2)o1	4
CCNC(=S)Nn1cnc2ccccc21	-2
O=C(COc1ncnc2sccc12)Nc1cccc(S(=O)(=O)N2CCCC2)c1	-4
Cc1cc(C)nc(SCc2cn3ccccc3n2)n1	15
O=C(O)c1ccc2nnn(O)c2c1	3
Cc1ccc(Cl)cc1NC(=O)c1cc2ccccc2cc1O	1

Some of the entries above, reformatted.
O=C(CNS(=O)(=O)c1c(Cl)cccc1Cl)OCC(=O)c1ccc[nH]1
  S1P3 antagonist: 1
Cc1ccc(-c2nn(-c3ccccc3)cc2C2CC(c3ccccc3)=NN2C(=O)CCC(=O)O)cc1 (configuration not stated)
  S1P3 antagonist: -5
COc1c(Cl)cc(Br)c(OC)c1C(=O)NC(=O)Nc1nc(C)cc(C)n1
  S1P3 antagonist: -4

More records follow.
SMILES	S1P3 antagonist
Cc1sc2c(c1C)C(=O)/C(=C\Nc1ccccn1)S(=O)(=O)N2C	-9
Cc1ccc(NC(=O)CN(C)CC(=O)NC2CCCc3ccccc32)cc1 (configuration not stated)	12
NS(=O)(=O)c1cccc(NC(=O)COC(=O)Cn2cnc3ccccc32)c1	10
O=c1[nH]c(N2CCCCCC2)nc2ncn(Cc3ccccc3)c12	1
CCNC(=S)NNC(=O)CSc1nc2ccccc2n1C	-6
Cc1cccn2c(=O)c(C=O)c(NCc3ccccc3)nc12	-3
CS(=O)(=O)c1sc(C#N)c2c1C(=O)CC(c1ccccc1)C2 (configuration not stated)	-2
Cn1c2ccccc2n2c(=O)cc(-c3ccccc3)c(C#N)c12	-3
CC(C)Cc1csc(NC(=O)C(C)C)c1C(=O)O	-6
C=CCNc1ncnc2sc(SC)nc12	-8
Cn1c(C(=O)N2CCN(c3ccc(Cl)cc3)CC2)cc2c(=O)n(C)c3ccccc3c21	-1
C=CCSc1nc(C)cc(C(=O)OCC)c1C#N	-1
CC(C)(NCc1ccccc1Cl)C(=O)O	-9
CN(C)S(=O)(=O)c1cccc(NC(=O)c2ccc3nccnc3c2)c1	-10
COC(=O)Cn1c(=NC(=O)CSCC(=O)Nc2cc(C)on2)sc2ccccc21	-24
CC(C(=O)c1ccccc1)[n+]1cccc(C(N)=O)c1 (configuration not stated)	-9
Nc1sc(-c2ccccc2)n[n+]1Cc1cccc2cccnc12	24
CSc1nc(N)c(C(=O)NC2CCCCC2)s1	2
O=C(CSc1nnnn1-c1ccc(Cl)c(C(=O)O)c1)NC(c1ccccc1)c1ccccc1	12
O=C1/C(=C/c2ccccn2)SC(=S)N1c1ccc(O)cc1	6
CS(=O)(=O)N1N=C(c2cccs2)CC1c1ccccc1 (configuration not stated)	3
Cc1nnc(N/N=C/C(C)c2ccccc2)[nH]c1=O (configuration not stated)	1
O=C(NNc1cc(Cl)ccc1Cl)c1c(F)cccc1Cl	0
C/C(Cc1ccccc1)=N\NC(=O)CNC(=O)Cc1ccc(Cl)cc1	-7
O=C(Nc1cccc(Cl)c1)c1cc(N=Nc2ccc([N+](=O)[O-])cc2Cl)ccc1O	-4
COc1cc(/C=C(/NC(C)=O)C(=O)O)cc(Cl)c1OCc1ccc(Br)cc1	-8
Nc1nc(SCC(=O)N2CCCC2)[nH]c(=O)c1NC(=O)c1cccs1	5
N#Cc1cc2c(nc1Cl)CCC2	8
OCn1c2ccccc2c2ccccc21	-3
COc1cccc(CNC(=O)N[C@@H](C)C(=O)O)c1	1
COC(=O)c1sccc1NC(=O)c1cccs1	-5
CCN(CC)S(=O)(=O)c1ccc(N2CCOCC2)c(NS(=O)(=O)c2ccc(OC)cc2)c1	-4

Filtered by structure: those above containing a tert-butyl group.
SMILES	S1P3 antagonist
CCN(CC(=O)NC(C)(C)C)Cc1nc2c(Br)cc(Br)cc2c(=O)[nH]1	-3
CC(C)(C)NC(=O)c1ccccc1-c1nc2ccccc2s1	-11
Cc1oc(C(C)(C)C)cc1C(N)=O	13

Other results.
SMILES	S1P3 antagonist
CCCN(Cc1cc2cc(C)ccc2[nH]c1=O)C(=O)c1cccc([N+](=O)[O-])c1	4
CS(=O)(=O)c1ccc2nc(NC(=O)c3ccc(N4C(=O)CCC4=O)cc3)sc2c1	-14
Cc1nn2c(NCc3ccccn3)c3c(nc2c1-c1ccccc1)CCC3	1
CN(C)S(=O)(=O)c1ccc(NC(=O)COC(=O)Cn2[nH]c(=O)c3ccccc3c2=O)cc1	-13
